# Screening results deposited in PubChem BioAssay by several laboratories.
# TMEM16A act = TMEM16A chloride channel activators or potentiators, primary screen, cell-based, HTS; AID 623877, 2012; HEK293 TMEM16A/YFP-H148Q/I152L, iodide quench fluorescence; stronger effect = lower value; actives 0.3% (n = 340,000); B-score at 10 µM;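 active = fluorescence-ratio B-score plate-corrected deviation score at least 3 library SD below zero, with starting fluorescence score within 5 deviations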;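 also: channel opened by trigger with iodide after compound preincubation; score built on the fluorescence ratio of max minus min over baseline; more negative score means more quench and so TMEM16A activation or potentiation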
# MrgX1 agonist = agonists of human MrgX1 receptor, primary screen, HEK293 cells, Fluo-4 calcium flux | Mas-related G-protein coupled receptor member X1 (Homo sapiens), Q96LB2 | Fluo-4 calcium fluorescence, agonist mode; stronger effect = higher value | B-score at 10 µM | actives 0.44% (n = 310,000);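 active = calcium response B-score plate-corrected fluorescence ratio at least 3 library SD, with starting fluorescence B-score inside 5 SD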
#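 System: HEK293 cells stably expressing human MrgX1 receptor; Dosing: test compound in the initial addition of three; Schedule: overnight plating, then 30 min 37 °C plus 30 min room-temperature dye loading; Detection: kinetic calcium dye fluorescence, Fluo-4 NW; Controls: per-plate positive and negative controls for Z′ factor.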
# TRPC4 inh = inhibitors of mouse TRPC4 channel, primary screen, Fluo4 calcium, HEK293 TRPC4beta/mu-opioid cells | Short transient receptor potential channel 4 (Mus musculus), Q9QUQ5 | DAMGO-evoked Fluo4 calcium flux; stronger effect = lower value | B-score at 10 µM | actives 0.39% (n = 300,000) | AID 2247, 2010;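 active = B-score over 3 SD under the library average, no early fluorescence shift, positive overall ratio signal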
#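 Material: HEK293 cells with stable TRPC4beta plus mu-opioid receptor expression / Probe or stimulus: DAMGO in two steps, submaximal then maximal / Compound: single concentration per test compound / Technique: kinetic Fluo4 fluorescence imaging of calcium influx / Read-out: per-well B score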
# MrgX1 allo act = positive allosteric modulators of MrgX1, primary screen, HEK293 cells, Fluo-4 calcium flux; Mas-related G-protein coupled receptor member X1 (Homo sapiens), Q96LB2; B-score at 10 µM; FDSS; stronger effect = higher value; actives 0.63% (n = 310,000);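 active = plate-corrected calcium response at least 3 library SD above typical, normal starting fluorescence, not activating the receptor alone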;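 also: compound read alongside a low EC10 to EC30 dose of BAM8-22 agonist; peak minus trough fluorescence over baseline measured at the second addition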
# SKKanGAS inh = S. pyogenes SKKanGAS growth inhibitors in kanamycin, primary screen, streptokinase expression inhibitor project, SKKanGAS strain, BacTiter-Glo luminescence; AID 1662, 2009; actives 1.3% (n = 300,000); inhibition, % at 7.5 µM; 6 h;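 active = mean replicate score, as percent of positive control median, at least 50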;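 also: strain carries kanamycin resistance gene driven by streptokinase promoter and grows in 40 µg/ml kanamycin; loss of luminescence reflects streptokinase promoter inhibition or plain growth inhibition; 0% = median of DMSO wells and 100% = positive control at its reference dose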
# TRPC6 inh = mouse TRPC6 channel inhibitors, primary screen, cell-based, HEK293, membrane potential dye; Short transient receptor potential channel 6 (Mus musculus), Q61143; ACh-evoked depolarization; stronger effect = lower value; B-score at 10 µM; actives 1.1% (n = 310,000); AID 2553, 2010;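 active = B-score under library mean minus 3 SD, initial fluorescence not abnormally high, positive integrated signal ratio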;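 also: B-score derived from integrated fluorescence ratio over the kinetic read; more negative B-score means stronger inhibition of depolarization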
# Target sequence (Q61143 whole entry, looked up): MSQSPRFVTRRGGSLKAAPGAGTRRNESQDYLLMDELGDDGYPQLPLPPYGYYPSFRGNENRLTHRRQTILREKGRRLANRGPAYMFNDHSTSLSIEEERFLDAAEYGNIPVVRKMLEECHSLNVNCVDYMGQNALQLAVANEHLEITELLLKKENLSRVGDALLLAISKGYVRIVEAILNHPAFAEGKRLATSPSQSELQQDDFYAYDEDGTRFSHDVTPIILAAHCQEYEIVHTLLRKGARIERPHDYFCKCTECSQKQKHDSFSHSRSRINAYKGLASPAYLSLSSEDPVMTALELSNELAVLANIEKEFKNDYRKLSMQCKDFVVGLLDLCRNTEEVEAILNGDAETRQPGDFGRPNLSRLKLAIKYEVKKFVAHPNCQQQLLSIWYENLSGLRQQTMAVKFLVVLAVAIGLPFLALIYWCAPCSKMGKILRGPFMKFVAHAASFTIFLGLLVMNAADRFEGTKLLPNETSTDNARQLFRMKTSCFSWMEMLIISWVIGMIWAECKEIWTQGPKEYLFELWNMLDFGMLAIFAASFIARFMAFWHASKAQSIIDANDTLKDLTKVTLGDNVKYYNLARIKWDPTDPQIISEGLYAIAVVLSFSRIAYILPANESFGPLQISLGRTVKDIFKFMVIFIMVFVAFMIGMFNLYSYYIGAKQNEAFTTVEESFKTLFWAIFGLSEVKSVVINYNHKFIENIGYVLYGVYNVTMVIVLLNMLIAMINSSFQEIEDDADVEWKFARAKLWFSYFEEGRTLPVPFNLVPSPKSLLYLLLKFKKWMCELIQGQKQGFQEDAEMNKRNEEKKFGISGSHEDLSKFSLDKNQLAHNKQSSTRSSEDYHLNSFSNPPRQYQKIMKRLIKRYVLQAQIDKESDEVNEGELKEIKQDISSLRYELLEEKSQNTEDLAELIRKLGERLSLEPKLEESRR
# TRPC4 act = activators of mouse TRPC4 channel, primary screen, Fluo4 calcium, HEK293 TRPC4beta/mu-opioid cells. Fluo4 calcium fluorescence; stronger effect = higher value. B-score at 10 µM. actives 0.49% (n = 310,000);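 active = B-score above 5 SD of library B-scores, and initial fluorescence ratio not above library mean plus 5 SD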;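 also: positive B-score marks a calcium rise read as TRPC4 activation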
#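 Assay system – TRPC4beta and mu-opioid receptor HEK293 stable cells · Measured by – Fluo4 fluorescence, kinetic · Schedule – dye loading 45 min room temperature, 110 s kinetic read · Read-out – B-scored integrated calcium fluorescence ratio · Controls – buffer and maximal DAMGO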
# MrgX1 antag = antagonists of human MrgX1 receptor, primary screen, HEK293 cells, Fluo-4 calcium flux; BAM8-22 antagonism; stronger effect = lower value; B-score at 10 µM; actives 1.3% (n = 310,000);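 active = calcium-response B-score plate-corrected more than 3 library SD below zero, starting fluorescence within 5 deviations, no agonist response on first addition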;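 also: peak minus trough fluorescence over baseline after final BAM8-22 challenge near maximal dose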
# TRPC6 activator = mouse TRPC6 channel activators, primary screen, cell-based, HEK293, membrane potential dye; Short transient receptor potential channel 6 (Mus musculus), Q61143; HEK293-TRPC6 membrane potential dye fluorescence; stronger effect = higher value; B-score at 10 µM; actives 0.13% (n = 310,000); AID 2550, 2010;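 active = B-score of the integrated fluorescence ratio above library mean plus 3 SD, and starting fluorescence ratio within library mean plus 5 SD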;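 also: higher score means more depolarization so channel activation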
# TRPC4 PAM = positive allosteric modulators of TRPC4, primary screen, cell-based, mouse TRPC4beta, HEK293 mu-opioid, Fluo-4 calcium. Short transient receptor potential channel 4 (Mus musculus), Q9QUQ5. DAMGO EC20, Fluo-4 Ca2+ flux; stronger effect = higher value. B-score at 10 µM. actives 0.42% (n = 310,000). AID 2227, 2009;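 active = B-score of calcium response area above 5 SD of library B-scores, with initial fluorescence ratio within 5 SD of library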;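 also: B-score of integrated fluorescence ratio over time as area under calcium response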
# TMEM16A inh = TMEM16A chloride channel inhibitors, primary screen, cell-based, HTS; AID 588511, 2011; normalized B-score (activity score, 25-100; higher = stronger inhibition) at 10 µM; Anoctamin-1 (Mus musculus), Q8BHY3; HEK293 TMEM16A/YFP iodide influx fluorescence, ionomycin; actives 1.2% (n = 310,000);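 active = ratio plate-corrected score three or more library SD toward inhibition, starting fluorescence score within five deviations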;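 also: score derived from kinetic fluorescence span divided by baseline fluorescence per well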
# Starred values were filed as active, the others as inactive; i = inactive; x = not tested or not shown.
SMILES,TMEM16A act,MrgX1 agonist,TRPC4 inh,MrgX1 allo act,SKKanGAS inh,TRPC6 inh,TRPC4 act,MrgX1 antag,TRPC6 activator,TRPC4 PAM,TMEM16A inh
CC(CCN1CCC(n2nccc2NC(=O)c2ccccc2Cl)CC1)c1ccccc1 (centres undefined),i,i,i,i,-11,i,i,i,i,i,i
Cc1cccc(NC(=O)c2ccc(NC(C)c3ccccc3)c([N+](=O)[O-])c2)n1 (centres undefined),i,i,i,i,6,i,i,i,i,i,i
Cc1cc(=O)oc2c3c(cc(OCC(=O)NCC4CCC(C(=O)O)CC4)c12)OC(C)(C)CC3 (centres undefined),i,i,i,i,20,i,i,i,i,i,i
COc1ccc(-c2cc(=NC(CC(C)C)C(=O)O)c3cc(C)ccc3o2)cc1 (centres undefined),i,i,i,i,3,i,i,i,i,i,i
CC(=O)Nc1ccc(S(=O)(=O)NNC(=O)COc2ccc(Cl)cc2Cl)cc1,i,i,i,i,-6,i,i,i,i,i,i
CC(C)CC1Nc2ncnc(N3CCCCC3)c2N(Cc2ccc(Br)cc2)C1=O (centres undefined),i,i,i,i,38,i,i,i,i,i,i
Cc1ccc(CNC(=S)Nc2ccc(OC(F)F)cc2C)cc1,i,i,i,i,5,i,i,i,i,i,i
Cc1cccc(NC(=O)CCCc2ccccc2)c1,i,i,i,i,-3,i,i,i,i,i,i
O=C(CCl)c1ccc(Cc2ncc(C(F)(F)F)cc2Cl)s1,i,i,i,i,55*,i,i,i,i,i,i
O=C1C=C(c2ccccc2)C[C@H](c2cccs2)[C@H]1n1nnc([N+](=O)[O-])n1,i,i,i,i,17,i,i,i,i,i,i
CC(NC(=O)CCNC(=O)c1ccc(Br)cc1)c1ccc(-n2ccnc2)cc1 (centres undefined),i,i,i,i,-3,i,i,i,i,i,i
CC1CN(Cc2nc3c(c(=O)n(C)c(=O)n3C)n2CC(O)CO)CC(C)O1 (centres undefined),i,i,i,i,-2,i,i,i,i,i,i
CCOC(=O)N1CCN(C(=O)c2cccn3c(=O)c4c5c(sc4nc23)CCCC5)CC1,i,i,i,i,-2,i,i,i,i,i,i
COc1ccc2[nH]c(C)c(CCNC(=S)Nc3cc(C)cc(C)c3)c2c1,i,i,i,i,7,i,i,i,i,i,i
CC(=O)OC1c2ccccc2C(=O)N1c1ccccc1C (centres undefined),i,i,i,i,-5,i,i,i,i,i,i
CCn1c(CN2CCN(CCO)CC2)nc2ccccc21,i,i,i,i,5,i,i,i,i,i,i
CCOC(=O)C(=O)NNc1ccccc1OC,i,i,i,i,2,i,i,i,i,i,i
CN1CCN(C(=O)c2c(O)c3cccc4c3n(c2=O)CCC4)CC1,i,i,i,i,-3,i,i,i,i,i,i
O=C(/C=C/c1cccs1)NC(=S)NNC(=O)c1ccccc1O,i,63*,i,i,79*,i,47*,i,i,i,i
CC(=O)NCC1CCCN(Cc2cn(-c3ccccc3)nc2-c2ccc3c(c2)OCO3)C1 (centres undefined),i,i,i,i,2,i,i,i,i,i,i
CN(C)CCCNC(=O)CCC1CCCCC1,i,i,i,i,-1,i,i,i,i,i,i
CC(C)C(=O)Nc1cccc(-c2cn3ccsc3n2)c1,i,i,i,i,-4,i,i,i,i,i,i
CCCN(CCC)C(=O)CC(c1ccccc1)c1cc(C)ccc1O (centres undefined),i,i,i,i,4,i,i,i,i,i,i
Clc1ccc(CSc2nnc3c(n2)[nH]c2ccccc23)cc1,x,i,i,i,8,i,i,i,i,i,i
NS(=O)(=O)c1ccc(CCNC(=S)NC2CCCC2)cc1,i,i,i,i,-6,i,i,i,i,i,i
Cc1ccc(CNC(=O)Cn2c(=O)oc3ccccc32)o1,i,i,i,i,5,i,i,i,i,i,i
CCOC(=O)c1c(C)[nH]c(C(=O)Nc2ccc(C)c(Cl)c2)c1C,x,i,i,i,16,i,i,i,i,i,i
COc1ccc([N+](=O)[O-])cc1COc1cc(C)cc2oc(=O)cc(-c3ccccc3)c12,i,i,i,i,-7,i,i,i,i,i,i
COc1ccc(CN(Cc2cccn2C)S(=O)(=O)c2ccc(C)cc2)cc1,i,i,i,i,3,i,i,i,i,i,i
COc1ccc(CCNC(=O)N2c3ccccc3Sc3ccccc32)cc1,i,i,i,i,32,i,i,i,i,i,100*
CC1(C)CSC(=NCCc2ccccc2)N1,i,i,i,i,1,i,i,i,i,i,i
NC(=O)CCn1c(=O)oc2ccccc21,i,i,i,i,9,i,i,i,i,i,i
CCN(C(=O)CSc1nnc(Nc2ccccc2)s1)C1CCS(=O)(=O)C1 (centres undefined),i,i,i,i,4,i,i,i,i,i,i
Cc1ccc2c(C(=O)CN3CCN(C4CCCCC4)CC3)c(C)[nH]c2c1,i,i,i,i,8,i,i,i,i,i,i
Cc1ccc(S(=O)(=O)Cc2cc(-c3ccc(Cl)cc3)no2)cc1,i,i,i,i,-1,i,i,i,i,i,i
O=C(NC1CCN(Cc2ccccc2)CC1)c1cccc(Br)c1,i,i,i,i,-2,i,i,i,i,i,i
COc1ccc(Cn2c(=O)oc3ccc(C)cc32)cc1OC,i,i,i,i,2,i,i,i,i,i,i
CCc1nn(CC(=O)NCCCc2ccccc2)c(=O)c2cc3c(OC)cccc3n12,i,i,i,i,1,i,i,i,i,i,i
COC(CNC(=O)[C@H](Cc1ccccc1)N1Cc2ccccc2C1=O)OC,i,i,i,i,-1,i,i,i,i,i,i
c1ccc(Oc2cc(-c3ccccc3)nc(-c3ccccc3)n2)cc1,i,i,i,i,12,i,i,i,i,i,i

# Overlap with the part before: two entries, followed by the next part.
SMILES,TMEM16A act,MrgX1 agonist,TRPC4 inh,MrgX1 allo act,SKKanGAS inh,TRPC6 inh,TRPC4 act,MrgX1 antag,TRPC6 activator,TRPC4 PAM,TMEM16A inh
COC(CNC(=O)[C@H](Cc1ccccc1)N1Cc2ccccc2C1=O)OC,i,i,i,i,-1,i,i,i,i,i,i
c1ccc(Oc2cc(-c3ccccc3)nc(-c3ccccc3)n2)cc1,i,i,i,i,12,i,i,i,i,i,i
COc1ccc(C(=O)N(CC(=O)NC(C)(C)C)c2ccc3c(c2)OCCO3)cc1OC,i,i,i,i,2,i,i,i,i,i,i
CC1(C)CC(=O)/C(=N/Nc2ccc(Cl)cc2)CO1,i,i,i,i,5,i,i,i,i,i,i
Nc1ncnc(N2CCc3ccccc32)c1[N+](=O)[O-],i,i,i,i,-3,i,i,i,i,i,i
CC(C(=O)N1CCN(c2ccccc2F)CC1)c1ccc([N+](=O)[O-])cc1 (centres undefined),i,i,i,i,2,i,i,i,i,i,i
COc1ccc(S(=O)(=O)N2CCOC23CCN(S(=O)(=O)c2c(C)cc(C)cc2C)CC3)cc1,i,i,i,i,1,i,i,i,i,i,i
COc1cc(C(=O)OCC(=O)NC2CCCCCC2)ccc1OCC(C)C,i,i,i,i,-1,i,i,i,i,i,i
O=C(NCc1ccccc1Cl)c1ccccc1Oc1ccccc1,i,i,i,i,6,i,i,i,i,i,i
O=C(COc1ccc2ccccc2c1)N[C@@H](C(=O)O)c1ccc(O)cc1,i,i,i,i,-2,i,i,i,i,i,i
COc1ccccc1N1CCN(C(=O)c2cc(-c3ccc(F)cc3)[nH]c2C)CC1,i,i,i,i,2,i,i,i,i,i,i
Cc1ccc(NC(=O)CSc2nc(=O)n(Cc3ccncc3)c3c2CCC3)c(C)c1,i,i,i,i,-7,i,i,i,i,i,i
CN(C)S(=O)(=O)c1ccc2c(c1)C(CC(=O)O)OC2=O (centres undefined),i,i,i,i,14,i,i,-4.5*,i,i,i
CCn1c2ccccc2c2c3ncc4cccn4c3ccc21,i,i,i,i,3,i,i,-5.8*,i,i,i
Cc1cccc2cncc(OCc3nnc(SC(F)F)n3C)c12,i,i,i,i,0,i,i,i,i,i,i
COC(=O)C1CCN(c2ccc(Cl)nn2)CC1,i,i,i,i,x,i,i,i,i,i,i
COc1ccc(C(=O)Nc2ccc(NC(=O)c3cccs3)cc2)cc1[N+](=O)[O-],i,i,i,i,6,i,i,i,i,i,i
CCN(CC)CCN(Cc1cc2cc3c(cc2[nH]c1=O)OCO3)C(=S)NCC(C)C,i,i,i,i,-10,i,i,i,i,i,i
Cn1c(=O)c2c(SCC(=O)Nc3ccccc3F)nc(-c3ccccc3F)nc2n(C)c1=O,i,i,i,i,17,i,i,i,i,i,i
CC(C)(C)c1ccc(OCCC(=O)OCC(=O)NCc2ccccc2)cc1,i,i,i,i,-13,i,i,i,i,i,i
COC(=O)c1ccc(OC(=O)c2ccc(OC)cc2)c(OC)c1,i,i,i,i,9,i,i,i,i,i,i
S=C(NCc1ccccc1)N1CCN(c2cccc(Cl)c2)CC1,i,i,x,i,11,i,i,i,i,i,i
Cc1ccccc1N=Nc1c(C)[nH]n(C(N)=S)c1=O,i,i,i,i,0,i,i,i,i,i,i
CN(Cc1ccccc1)C(=O)COc1ccc(N(C)S(=O)(=O)c2ccc(F)cc2)cc1,i,i,i,i,-5,i,i,i,i,i,i
O=C(c1ccc(Cl)cc1)N(Cc1cccs1)C1CCS(=O)(=O)C1 (centres undefined),i,i,i,i,10,i,i,i,i,i,i

# Hits appear at their usual frequency; overall some 6.7% were active at least once.
